# GLP1R inv ag = inverse agonists of human GLP-1 receptor; P43220; Potency, µM (doses to about 38.3 µM), for inactives: at the top dose activity change, negative = inhibition, actives largely listed as inhibitors; 1.6% of 410,000 active; HEK293 GLP-1R CRE-luciferase, luminescence, 24 h; GLP-1R form is constitutively active; further: potency means the concentration at half of the fitted maximal effect; on the % scale 0 is the no-effect control and ±100 the full control effect; nearly all actives have a fitted effect of over 55% in size
# Target sequence (P43220 whole entry, looked up): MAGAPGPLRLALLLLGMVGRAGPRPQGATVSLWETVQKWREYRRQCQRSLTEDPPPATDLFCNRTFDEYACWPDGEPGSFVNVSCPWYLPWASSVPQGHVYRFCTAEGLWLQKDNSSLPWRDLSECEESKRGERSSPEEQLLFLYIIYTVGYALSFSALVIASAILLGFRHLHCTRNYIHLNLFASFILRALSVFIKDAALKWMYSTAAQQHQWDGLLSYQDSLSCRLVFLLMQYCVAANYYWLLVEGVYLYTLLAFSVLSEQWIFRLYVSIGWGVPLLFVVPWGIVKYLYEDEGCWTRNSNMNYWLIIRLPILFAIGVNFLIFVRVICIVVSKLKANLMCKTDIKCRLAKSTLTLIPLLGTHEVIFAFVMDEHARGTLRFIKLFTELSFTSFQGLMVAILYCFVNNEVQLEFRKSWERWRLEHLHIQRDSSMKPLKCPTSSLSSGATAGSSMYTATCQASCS
#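 Cells are plated, allowed 12 hours at 37 deg C, then treated with compounds for 24 hr before luciferase detection reagent is added and luminescence is read after 12 min at room temperature. The HEK293 line carries constitutively active GLP-1R with a cAMP-responsive reporter.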
# PTHR1 agonist = PTHR1 (human) receptor agonism; Potency, µM (titrated, usually from 115 µM), without a hit: at the top dose activation, usual class: activators; HEK293 GP2 PTHR1 cells, GloSensor cAMP luminescence, 1 h; Q03431; 0.075% of 410,000 active; further: potency means the concentration at half of the fitted maximal effect; nearly all actives have a fitted effect of over 55% in size; some results filed as inactive show a strong effect at the top dose; inactives centre near -15; many of its hits are not listed in these tables
# Target sequence (Q03431 whole entry, looked up): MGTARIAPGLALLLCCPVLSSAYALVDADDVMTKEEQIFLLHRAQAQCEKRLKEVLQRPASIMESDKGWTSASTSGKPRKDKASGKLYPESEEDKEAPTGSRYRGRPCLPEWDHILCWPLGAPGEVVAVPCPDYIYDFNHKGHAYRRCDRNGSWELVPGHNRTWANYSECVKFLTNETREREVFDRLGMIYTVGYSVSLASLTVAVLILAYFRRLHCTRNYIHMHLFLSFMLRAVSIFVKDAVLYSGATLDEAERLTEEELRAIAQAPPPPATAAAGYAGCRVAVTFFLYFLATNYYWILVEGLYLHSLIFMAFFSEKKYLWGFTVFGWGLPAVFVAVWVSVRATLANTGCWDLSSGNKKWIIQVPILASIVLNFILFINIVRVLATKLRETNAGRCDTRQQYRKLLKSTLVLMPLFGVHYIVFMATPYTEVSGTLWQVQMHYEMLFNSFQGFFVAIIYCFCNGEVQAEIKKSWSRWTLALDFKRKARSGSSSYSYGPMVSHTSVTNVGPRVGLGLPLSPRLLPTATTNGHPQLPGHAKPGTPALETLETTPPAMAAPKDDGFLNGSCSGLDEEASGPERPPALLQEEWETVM
#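 HEK-293-derived GP2 cells expressing PTHR1 and a GloSensor cAMP reporter, 3,000/well, plated overnight, given luciferin plus IBMX (each 0.5 mM as added) for 1 h at 37 °C, then compound for 1 h at 37 °C. Luminescence was read after 15 min at room temperature.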
# D3 ag = agonists of human D3 dopamine receptor; P35462; D3R DiscoveRx beta-arrestin cells, luminescence, 90 min; max activation, %; 0.58% of 410,000 active; AID 652048; in the data active means max activation above about 30%; further: 0% is about no effect; mostly tested at two doses, the higher about 12 µM
#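 Agonist-mode cell screen: cells plated at 1500/well and incubated overnight at 37 °C, then exposed to library compounds for 90 min at 37 °C. Detection reagent was added for 30–60 min at room temperature, and luminescence was read.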
# TDP43 rescue = TDP-43 toxicity inhibition in yeast. TDP-43 expressing yeast growth rescue, BacTiter-Glo, 24 h. Potency, µM (doses to about 46.1 µM), for the others: at the top dose growth rescue (activation), usual class: activators. 1.8% of 410,000 active; further: potency means the concentration at half of the fitted maximal effect; % of control where 0% means no effect; nearly all actives have a fitted effect of over 50% in size
#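 Luminescence from BacTiter-Glo reports growth of TDP-43-expressing yeast after 24 hr at 30 deg C with compound. Cells were raffinose-pregrown to mid-log, then seeded in galactose medium at OD600=0.02.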
# KB-V1 cytotox = KB-V1 MDR subline cytotoxicity; KB-V1 MDR cells viability, CellTiter-Glo, 72 h; Potency, µM (top dose mostly 46.1 µM), for the others: at the top dose activity change, negative = cytotoxicity, actives largely listed as cytotoxic; 3.4% of 400,000 active; further: potency means the concentration at half of the fitted maximal effect; on the % scale 0 is the no-effect control and ±100 the full control effect; nearly all actives have a fitted effect of over 60% in size
#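 Potencies derive from concentration-effect curves fitted to normalized luminescence (CellTiter-Glo) of KB-V1 cells treated for 72 h at 37 degrees C in phenol-red-free DMEM containing 10% FBS.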
# GLP-1R agonist = activates the human GLP-1 receptor; P43220; HEK293 GLP-1R CRE-luciferase, luminescence, 4-6 h; cells express a hypersensitive GLP-1R form; Potency, µM (titrated, usually from 45.6 µM), for inactives: top-dose activation, usual class: activators; 0.007% of 380,000 active; AID 624172; further: potency means the concentration at half of the fitted maximal effect; % of control where 0% means no effect
# D3 antag = D3 dopamine receptor (human) antagonism; D3R cells, DiscoveRx beta-arrestin luminescence, antagonist mode; active compounds read low; max response, negative = inhibition, %; 2.5% of 360,000 active; AID 652054; in the data active means max response below about -50%; inconclusive means no clear call, values can overlap the other calls; further: on the % scale 0 is the no-effect control and ±100 the full control effect; mostly tested at two doses, the higher about 12 µM
#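 Cells expressing the human receptor were seeded at 1500 cells/well, incubated overnight at 37 degrees C in 5% CO2, then exposed to library compounds with dopamine controls for 90 minutes at 37 degrees C before luminescent detection.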
# HEK293 tox = cytotoxic in the GLP-1 receptor inverse agonist counter-screen. HEK293 cAMP-luciferase reporter cells, luminescence, 24 h. 0.13% of 410,000 active. AID 624418. Potency, µM (highest dose often 38.3 µM), for the others: top-dose activity change, negative = inhibition, most hits filed as inhibitors;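 further: loss of luciferase light is scored as toxicity; potency means the concentration at half of the fitted maximal effect; on the % scale 0 is the no-effect control and ±100 the full control effect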
#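 To flag toxic compounds, the library was rerun on cells for 24 hr at 37 deg C and 5% CO2. Viability-linked luminescence was captured 12 min after adding luciferase detection reagent.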
# aSyn yeast inh = rescues yeast growth from alpha-synuclein toxicity. Yeast expressing alpha-synuclein, growth rescue, BacTiter-Glo, 24 h. Potency, µM (series often up to 46.1 µM), for the others: top-dose growth rescue (activation), actives largely listed as activators. 0.14% of 370,000 active. AID 652106; further: potency means the concentration at half of the fitted maximal effect; % of control where 0% means no effect; nearly all actives have a fitted effect of over 65% in size
#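 Readout is rescue of growth in alpha-synuclein-expressing yeast, so inhibitors of toxicity appear as activators. Growth after 24 hr at 30 deg C in galactose medium is quantified by luminescence.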
# * hit, by the source's call; i = inactive; ? = inconclusive; · = no result given; & = joins results of further samples; [ ] = dose if it differs, or a comment. Unless noted, the call rests on the fitted dose curve; in most records, active means well fitted curve in the direction sought with a large enough effect; inconclusive means small, poorly fitted or top-dose-only effect, or another doubt; inactive means no such curve, though single readings can be large; an effect the other way counts as inactive or inconclusive. An excerpt; the hit share may differ from the screen's.
SMILES,GLP1R inv ag,PTHR1 agonist,D3 ag,TDP43 rescue,KB-V1 cytotox,GLP-1R agonist,D3 antag,HEK293 tox,aSyn yeast inh
Nc1nc(CN2CCCCCC2)nc(Nc2ccc(F)cc2)n1,-24%,i,1,11%,15%,-5%,-26,-23%,0%
Cc1[nH]c(=O)[nH]c(=O)c1S(=O)(=O)NCCc1ccc(S(N)(=O)=O)cc1,-5%,i,1,9%,3%,-14%,-2,-3%,2%
CCOC(=O)C1(C)CCCCCN1C(=O)c1ccc(Cl)nc1 (stereo not drawn),14%,-1%,1,-8%,-27%,-7%,19,3%,-1%
COc1cccc(-c2c(-c3cc(OC)cc(OC)c3)n(C)c3ccc(-c4ccc(OC)nc4)cc23)c1,-3%,-48%[inhibitor],8,8%,?,-2%,-1,-1%,4%
C=CCc1ccc(OCC(O)COc2ccc(CC=C)cc2OC)c(OC)c1,?,i,0,?,0%,3%,15,?,5%
Cc1ccc(CCNC(=O)c2ccc3c(c2)N(Cc2cccc(C)c2)C(=O)c2ccccc2S3(=O)=O)cc1,?,i,7,17%,24%,-3%,·,4%,·
COc1ccc(/C(O)=C/c2nc3ccc(C(=O)NCCc4cccc(C)c4)cc3[nH]c2=O)cc1OC,?,i,2,0%,22%,7%,-2,28%,10%
Cc1nc(SCC(=O)N2CCN(c3ccccn3)CC2)c(C#N)c(C)c1C,?,i,-2,8%,7.3µM*,16%,32,-16%,0%
CC(=O)N1CCC2(CC1)CC(=O)c1cc(OCC(=O)NCc3ccco3)ccc1O2,28%,-5%,-8,-11%,5%,-7%,-2,26%,0%
CCC1CCC(C(=O)NNC(=O)c2cc(-c3ccco3)[nH]n2)CC1 (stereo not drawn),16%,-6%,-1,-3%,10%,-1%,-16,10%,0%

# Some entries already given, showing only KB-V1 cytotox:
SMILES | KB-V1 cytotox
Nc1nc(CN2CCCCCC2)nc(Nc2ccc(F)cc2)n1 | 15%
CC(=O)N1CCC2(CC1)CC(=O)c1cc(OCC(=O)NCc3ccco3)ccc1O2 | 5%

# The list goes on:
SMILES,GLP1R inv ag,PTHR1 agonist,D3 ag,TDP43 rescue,KB-V1 cytotox,GLP-1R agonist,D3 antag,HEK293 tox,aSyn yeast inh
S=C1NCCN1CC1CCN(CC2CCCC2)CC1,-3%,?,-39,-15%,-23%,-3%,?,1%,0%
COc1ccc(CNC(=O)CCC2N=C3c4ccccc4N=C(SCc4ccccc4F)N3C2=O)cc1 (stereo not drawn),0%,-20%,2,7%,-2%,·,·,1%,·
O=C(N/N=C/c1ccncc1)c1cnccn1,3%,i,12,3%,0%,2%,5,4%,-5%
CCOC(=O)C1(CCCc2ccccc2)CCN(C(=O)c2cc(C)nc(C)n2)CC1,4%,-2%,5,-3%[0.397 µM],?,25%,-5,-5%,7%
COc1ccccc1-n1cnnc1SCC(=O)N1CCN(C(=O)c2ccco2)CC1,1%,i,3,11%,16%,10%,3,-15%,-1%
COc1ccc(OCC(=O)N(Cc2sccc2C)C2CCS(=O)(=O)C2)cc1 (stereo not drawn),8%&2%,i,6&3,-4%&21%,-2%,6%,-4,-8%&2%,1%
NC(=O)c1ccsc1NC(=O)COC(=O)C1CCCN1C(=O)c1cccs1 (stereo not drawn),21%,-15%[57.5 µM],1,-1%,13%,2%,27,-16%,-6%
CC(NC(=O)c1cc2ccccc2o1)c1ccccc1 (stereo not drawn),?,-33%,5&1,?,?,17%&5%,3,4%&7%,-10%&8%
CCc1ccc(C(=O)/C=C2\Sc3ccccc3NC2=O)cc1,-6%,-55%[inhibitor],-10,-29%,16%,-3%,-147*,4%,1%
CCn1cc(/C=C/C(=O)Nc2ccc(C)cc2Br)cn1,7%,-14%,-14,?,-5%,7%,-3,-5%,1%
Cc1cc(=O)oc(C)c1C(=O)NCc1c(F)cc(F)cc1F,0%,i,2,0%,9%,-8%,18,3%,-14%
CC(C)N=C1NN=C(c2ccc(F)cc2)CS1,?,i,-1,-18%,?,-1%,0,22%,0%
CC(C(=O)NCCN1C(=O)S/C(=C\c2cccs2)C1=O)N1C(=O)c2ccccc2C1=O (stereo not drawn),-15%,-1%,-3,5%,0%,0%,3,0%,-3%
COCC(=O)N(Cc1nc2sc(C)c(C)c2c(=O)[nH]1)C1CCCCC1,10%,i,9,-3%,-14%,4%,-2,1%,-7%
O=C(Cn1c(O)c(/C=C2\C=Nc3ccc(Br)cc32)sc1=O)N1CCCC1,?,i,-6,-13%,-19%,7%,?,-21%,9%
O=C(c1cnc2ccc3ccccc3c2c1)c1cc(F)ccc1O,?,-21%,-5,10%,3.7µM*,15%,-8,-14%,-2%
Cc1c(NC(=O)Cn2nc(C(=O)O)c3ccccc3c2=O)c(=O)n(-c2ccccc2)n1C,16%,i,4,18%,0%,-1%,?,-3%,5%
CC(C)Cc1nnc(NS(=O)(=O)c2ccc(Cl)cc2)s1,?,-10%,-7,?,-6%,0%,-13,-16%,-17%
CCc1n(CC(O)COCC2CC=CCC2)c2ccccc2[n+]1C (stereo not drawn),29%,-16%,-3,10%,?,-2%,-5,0%,3%
CC(C)c1ccccc1NC(=O)C1CC(=O)N(C2CCCC2)C1 (stereo not drawn),-4%,i,2,-17%,1%,-4%,-8,-3%,-3%
Cc1c(Cl)c([N+](=O)[O-])nn1CC(=O)NCc1cccnc1,-8%,-7%,9,6%,24%,3%,6,-6%,3%
COc1ccc(-c2nc(CSCC(=O)N3CCC(C(N)=O)CC3)c(C)o2)cc1OC,26%,-3%,2,19%,11%,-1%,-6,-5%,-1%
CCOc1ccc(C(C)=O)cc1CSc1nnc(-c2ccncc2)n1CCOC,15%,-20%,-6,·,-5%,2%,8,-5%,0%
Cc1ccc(C(C)C)c(OCC(=O)NNC(=O)Cn2[nH]c(=O)c3ccccc3c2=O)c1,-9%,-1%,-3,9%,16%,6%,-10,-5%,-3%
O=C(CSc1oc(-c2ccc(F)cc2)nc1S(=O)(=O)c1ccccc1)c1ccc(Cl)cc1,?,-1%,8,16%,0%,·,·,-12%,·
CCCCNC(=O)Cn1c(=O)oc2cc(S(=O)(=O)N3CC(C)CC(C)C3)ccc21 (stereo not drawn),?,i,-5,7%,-7%,-1%,?,5%,-3%
CC(C)c1ccc(CC(=O)N2CCC2(C)C(=O)NS(=O)(=O)c2ccc(C(C)(C)C)cc2)cc1 (stereo not drawn),-24%,-10%,7,22µM*,5%,-1%,22,-1%,-40%[inhibitor]
CC(C)S(=O)(=O)c1cnc(-c2cccnc2)nc1N,45%[activator],i,10,-12%,9%,14%,9,2%,4%
c1ccc2c(c1)OC(CCCN1CCCCC1)c1ccccc1S2 (stereo not drawn),7.9µM*,i,-2,-7%,-13%,0%,-4,-17%,5%
CCc1ccc(CNC(=O)CCS(=O)(=O)Cc2ccccc2F)cc1,-24%,11%,-8,9%,0%,2%,8,4%,0%
COC(=O)[C@]12CCCCC=C1N(Cc1cccc3ccccc13)C(=O)[C@H](CC(=O)N1CCC(c3ccccc3)CC1)C2,?,-18%,-5,17%,-27%,0%,-24,-1%,8%
CC(NC(=O)Cc1ccccc1)c1ccccc1 (stereo not drawn),-3%,i,4,-24%,21%,5%,23,1%,1%
COC(=O)c1cnn(-c2ccc(C(=O)Nc3cc(OC)c(OC)c(OC)c3)cc2)c1N,-2%,-10%,-1,0%,1%,·,·,1%,·
CCOc1ccccc1NCc1cc(=O)oc2cc(C)c(O)cc12,6%,-32%,14,6%,8%,-6%,7,3%,-5%
Cc1ccc(CSc2nc3[nH]ncc3c(=O)[nH]2)cc1,27%,-24%,0,-19%,3%,-3%,-4,-1%,-3%
CCOc1ccc(C(=O)NCCc2sc3nc(-c4ccc(Cl)cc4)nn3c2C)cc1OCC,3%,i,7,19%,·,·,·,5%,·
CC(C(=O)NCC1CCCCC1)N(C)Cc1ccc(Br)cc1 (stereo not drawn),?,-4%,-13,-25%,-14%,16%,-21,0%,-2%
CC(C)C1C(=O)N(Cc2cn(CCC3OCCO3)nn2)CCS(=O)(=O)N1Cc1ccc(-c2ccc(Cl)cc2)cc1 (stereo not drawn),?,-83%[inhibitor],-1,35µM*,16µM*,2%,?,?,?
CC(C)(C)C(=O)Cn1c(=O)n(CCCCCC(=O)NCc2ccccc2Cl)c(=O)c2sccc21,?,-32%,-13,5%,·,·,·,-9%,·
CCOC(=O)C1CCCN(C(=O)C2CCN(S(=O)(=O)c3c(C)noc3/C=C/c3ccc(C)cc3)CC2)C1 (stereo not drawn),?,-17%,-4,12%,2%,-1%,·,-8%,·

# Next section (three carried over from the part before).
SMILES,GLP1R inv ag,PTHR1 agonist,D3 ag,TDP43 rescue,KB-V1 cytotox,GLP-1R agonist,D3 antag,HEK293 tox,aSyn yeast inh
CC(C)C1C(=O)N(Cc2cn(CCC3OCCO3)nn2)CCS(=O)(=O)N1Cc1ccc(-c2ccc(Cl)cc2)cc1 (stereo not drawn),?,-83%[inhibitor],-1,35µM*,16µM*,2%,?,?,?
CC(C)(C)C(=O)Cn1c(=O)n(CCCCCC(=O)NCc2ccccc2Cl)c(=O)c2sccc21,?,-32%,-13,5%,·,·,·,-9%,·
CCOC(=O)C1CCCN(C(=O)C2CCN(S(=O)(=O)c3c(C)noc3/C=C/c3ccc(C)cc3)CC2)C1 (stereo not drawn),?,-17%,-4,12%,2%,-1%,·,-8%,·
COC(=O)CCCCC(=O)OC,4%,-21%,11,22%,10%,0%,14,0%,-2%
N/C(=N\OC(=O)CCCN1C(=O)c2ccccc2C1=O)c1ccccn1,-1%[7.66 µM],i,2,22%[9.22 µM],-16%,4%,2,4%[7.66 µM],-1%
CCOC(=O)N1C2C=C(C)[C@@H]2[C@@H]2CC(=O)N21 (stereo partly drawn),-5%,i,-1,-5%,12%,-9%,-19,8%,0%
COc1ccc(OCCSc2nnc(C(C)NC(=O)c3ccccc3F)n2C)cc1 (stereo not drawn),9%,-57%,0,-11%,?,4%,-11,-6%,2%

# Compound activity from PubChem BioAssay.
